Assay outcomes (PubChem)
697 NFkB inh: inhibitors of PMA/ionomycin-induced NF-kB reporter, 697 cells, primary screen, B-cell NF-kB inhibitor project, cell-based, luminescence, uHTS; actives 0.33% (n = 330,000); inhibition, % at 4 µM; AID 435022, 2010; 697 B-cell NF-kB luciferase reporter, 16 h; in the data active means inhibition above about 35%
Gli-Sufu block: Gli-Sufu pathway antagonists, primary screen, luciferase luminescence, Sufu-KO-LIGHT cells, uHTS; Sufu-KO-LIGHT fibroblasts, Gli luciferase reporter luminescence; inhibition, % at 5 µM; actives 0.74% (n = 340,000);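 active means inhibition above about 55%, limit read from the data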;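 further: 0% = DMSO-treated cells and 100% = wells with medium but no cells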
Jurkat NFkB inh: inhibitors of induced NF-kB luciferase reporter, primary screen, TCR NF-kB activation inhibitor project, cell-based, luminescence, uHTS. Jurkat, PMA/ionomycin-induced NF-kB luciferase reporter. inhibition, % at 4 µM. actives 0.53% (n = 330,000). AID 435003, 2010
SENP8 inh: SENP8 protease inhibitors, primary screen, biochemical, luminescence; inhibition, % at 10 µM; actives 1.2% (n = 330,000); purified SENP8, Z-RLRGG-aminoluciferin cleavage
Target sequence (Q96LD8 whole entry, looked up): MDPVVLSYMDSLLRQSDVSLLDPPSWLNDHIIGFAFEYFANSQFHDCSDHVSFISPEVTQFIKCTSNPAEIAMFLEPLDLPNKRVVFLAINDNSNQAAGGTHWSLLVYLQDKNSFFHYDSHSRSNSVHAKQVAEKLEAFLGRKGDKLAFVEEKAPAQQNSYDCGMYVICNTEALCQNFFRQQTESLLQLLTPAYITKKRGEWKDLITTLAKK
CCR6 antag: CCR6 receptor antagonists, primary screen, cell-based, CHO-K1, luminescence, beta-arrestin, uHTS; actives 0.49% (n = 340,000); CHO-K1 CCR6 PathHunter beta-arrestin, CCL20-stimulated; AID 493098, 2011; C-C chemokine receptor type 6 (Homo sapiens), P51684; inhibition, % at 20 µM;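 active means compounds whose inhibition of the agonist-driven luminescence signal at 20 µM reaches about 50%, limit read from the data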;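 further: cells stimulated with CCL20 at 14 nM final; plate controls were DMSO with CCL20 for no effect and DMSO without agonist for full effect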
Target sequence (P51684 whole entry, looked up): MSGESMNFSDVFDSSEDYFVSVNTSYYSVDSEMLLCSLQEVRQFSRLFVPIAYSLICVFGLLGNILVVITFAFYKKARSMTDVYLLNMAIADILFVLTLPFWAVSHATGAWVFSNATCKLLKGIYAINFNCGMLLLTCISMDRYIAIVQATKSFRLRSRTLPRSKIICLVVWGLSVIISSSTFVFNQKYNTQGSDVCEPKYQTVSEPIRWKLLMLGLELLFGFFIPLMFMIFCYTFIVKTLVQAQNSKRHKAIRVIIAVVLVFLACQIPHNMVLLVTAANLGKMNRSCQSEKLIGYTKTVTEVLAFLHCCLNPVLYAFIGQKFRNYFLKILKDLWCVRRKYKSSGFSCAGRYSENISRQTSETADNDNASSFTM
Apaf-1 inh: inhibitors of human Apaf-1 apoptosome, primary screen, biochemical, DEVD-Rh110 fluorescence, uHTS; reconstituted apoptosome caspase-3 activity; Apoptotic protease-activating factor 1 (Homo sapiens), O14727; actives 0.71% (n = 330,000); AID 489030, 2010; inhibition, % at 20 µM; active means inhibition of at least 40% at 20 µM;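 further: plate controls were DMSO wells for no effect and DEVD-CHO caspase inhibitor wells for full effect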
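Material: cell-free apoptosome with Apaf-1, procaspase-3 and caspase-9; Buffer or medium: Hepes pH 7.5 with detergent and BSA; Reagent: cytochrome c trigger plus (Z-DEVD)2-Rh110 caspase-3 substrate; Times: compound with Apaf-1, dATP, procaspase-3 30 min, then 50 min reaction, room temperature; Technique: Rh110 fluorescence intensity.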
UBC13 inh: UBC13 polyubiquitin chain formation inhibitors, primary screen, biochemical, TR-FRET, uHTS | actives 0.47% (n = 330,000) | inhibition, % at 20 µM | AID 485273, 2010 | Ubiquitin-conjugating enzyme E2 N (Homo sapiens), P61088; in the data active means inhibition above about 45%, passing the limit was not always enough
EBI2 antag: EBI2 receptor antagonists, beta-arrestin recruitment, primary screen, cell-based, luminescence, 7a,25-OHC stimulation, uHTS. actives 0.81% (n = 360,000). 7a,25-OHC stimulated. inhibition, % at 5 µM. G-protein coupled receptor 183 (Homo sapiens), P32249; in the data active means inhibition above about 38%;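 further: enzyme fragment complementation signal reports receptor beta-arrestin coupling in cells; 0% = agonist plus DMSO wells and 100% = wells without agonist; some results beyond the cut were filed as inactive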
Target sequence (P32249 whole entry, looked up, the tested form may be a part): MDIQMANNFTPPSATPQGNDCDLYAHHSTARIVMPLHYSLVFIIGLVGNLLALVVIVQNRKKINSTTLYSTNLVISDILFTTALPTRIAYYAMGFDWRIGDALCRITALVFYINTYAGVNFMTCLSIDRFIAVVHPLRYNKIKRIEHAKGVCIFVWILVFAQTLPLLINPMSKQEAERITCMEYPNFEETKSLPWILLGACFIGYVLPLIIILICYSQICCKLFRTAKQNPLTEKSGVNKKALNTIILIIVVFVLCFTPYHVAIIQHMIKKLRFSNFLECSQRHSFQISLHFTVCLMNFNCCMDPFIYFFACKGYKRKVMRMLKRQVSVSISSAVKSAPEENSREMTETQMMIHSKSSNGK
Starred values were filed as active, the others as inactive; · = no result given. Unless noted, no stated cut-off is given here; in the data, active means inhibition above about 50%; inactive means the rest. These rows are one share of the data, so the mix of outcomes need not match the whole.

Values in the order – EBI2 antag	697 NFkB inh	Gli-Sufu block	Jurkat NFkB inh	Apaf-1 inh	SENP8 inh	UBC13 inh	CCR6 antag
> COc1cccc(C2/C(=C(\O)c3ccc4c(c3)OCO4)C(=O)C(=O)N2CCN(C)C)c1OC (stereo not given)
    4	-6	-1	-18	1	1	-12	12
> CN(C(=O)C12CC3CC(CC(C3)C1)C2)C1CCS(=O)(=O)C1 (stereo not given)
    -6	6	12	6	-15	1	3	14
> O=C(N/N=C/c1cc2c(cc1Br)OCO2)c1cccnc1
    0	-11	-6	-6	15	-10	-5	3
> Cc1noc(C)c1CSc1ccc(Br)cc1
    0	12	-2	3	-4	2	5	-4
> Cc1cc(C(=O)N2CCCC(N3CCN(Cc4ccc5c(c4)OCO5)CC3)C2)n[nH]1 (stereo not given)
    0	-4	-1	12	-4	4	2	13
> COc1cccc(C(=O)NN2C(=S)N(c3ccccc3)C(=O)C2CC(N)=O)c1 (stereo not given)
    2	-32	4	-105	-83	-8	-16	-6
> Cn1c(=O)[nH]c(=O)c2c1nc(N1CCCCC1)n2CC(O)COc1ccccc1 (stereo not given)
    -9	15	23	12	0	2	8	-3
> O=C(Nc1ccccc1)C1=C[C@H](c2csc3ccccc23)C[C@H](OCc2ccc(CO)cc2)O1
    25	5	11	17	8	-5	-8	12
> COc1ccc(C(=O)Nc2ccc(S(=O)(=O)NC(C)(C)C)cc2)cc1[N+](=O)[O-]
    10	11	4	-8	-6	2	0	12
> O=C(Nc1ccccc1)C1=C[C@@H](c2ccc(C(F)(F)F)cc2)C[C@@H](OCc2ccc(CO)cc2)O1
    18	-8	25	-5	13	0	-6	5
> O=C(CSc1nnc2n1CCCN2)c1ccc(Cl)cc1
    -8	19	-6	-1	-8	7	10	2
> Cc1cccc(OCC(=O)Nc2ccc(NC(=O)c3ccccc3)cc2)c1
    0	-6	-14	12	-7	-4	9	-8
> CCc1ccc(OCC(=O)NC(NC(=S)Nc2ccccc2)C(Cl)(Cl)Cl)cc1 (stereo not given)
    9	-4	-6	-18	17	-4	-5	6
> O=C(NCCc1ccccc1)C(=O)NCC1OCCCN1S(=O)(=O)c1cc(F)ccc1F (stereo not given)
    1	-13	1	-6	5	-11	-4	6
> CC12CCC(C(=O)NNc3ccc([N+](=O)[O-])cc3)(OC1=O)C2(C)C (stereo not given)
    -1	5	-7	0	-6	-6	0	0
> CCCCn1c(=NC(=O)c2cccnc2)c(C#N)cc2c(=O)n3cccc(C)c3nc21
    7	1	-1	-6	14	1	6	-7
> COc1cc2c(cc1OC)CN(C(=O)c1ccc(S(=O)(=O)N(C)c3ccccc3)cc1)CC2
    -1	-4	14	18	13	8	6	23
> COc1ccc(C2/C(=C(/O)c3ccc(C)cc3)C(=O)C(=O)N2c2ccccn2)cc1OC (stereo not given)
    1	-8	7	-23	1	-11	-9	5
> COc1cccc(NC(=S)N2CCC(Cc3ccccc3)CC2)c1
    7	-2	51	17	9	2	-4	11
> O=C(NCCN1CCC(Cc2ccccc2)CC1)C1CCCN(S(=O)(=O)c2cnc[nH]2)C1 (stereo not given)
    -3	-15	1	-9	0	-4	-2	-10
> O=C(Nc1ccc(C(=O)N2CCOCC2)cc1)c1ccccc1[N+](=O)[O-]
    -8	-13	-2	-10	2	-1	-3	13
> Cn1cnc(S(=O)(=O)Nc2ccc3c(c2)OCCO3)c1
    -7	7	-1	-1	-3	-10	-2	-9
> COc1ccccc1CN=C1NC(=O)C(CC(=O)Nc2ccc(OC)c(OC)c2)S1 (stereo not given)
    -6	15	-3	0	-16	5	-6	11
> Cn1ccnc1C(O)(c1ccccc1)c1nccn1C
    -5	15	2	8	-21	1	-3	8
> O=C(Nc1ccccc1)c1ccc(Cn2cc(C(F)(F)F)ccc2=O)cc1
    16	7	-1	17	-6	-3	8	12
> COc1ccc(C(=O)c2cc3cccc(OC)c3o2)cc1
    9	-70	-72	-109	10	82*	22	5
> CCOc1ccc(NC(=O)CSC2=NN3CCCC(=O)N=C3S2)cc1
    6	2	-4	-19	5	3	1	15
> Cc1cc(NC(=O)c2ccc(Br)cc2)nc(C)n1
    -8	16	4	-8	2	-14	4	-1
> CC1=C(C(=O)OCc2ccccc2)C(c2ccc(C(F)(F)F)cc2)NC(=O)N1CCCCCC(=O)O (stereo not given)
    0	17	30	2	20	1	-21	15
> COc1cccc(OC)c1C(=O)Nc1cc(Cl)ccc1N1CCOCC1
    -6	39*	-4	-9	10	2	-6	7

Continued:
Values in the order – EBI2 antag	697 NFkB inh	Gli-Sufu block	Jurkat NFkB inh	Apaf-1 inh	SENP8 inh	UBC13 inh	CCR6 antag
> N#Cc1c(NC(=O)COC(=O)c2ccc(S(=O)(=O)N3CCCC3)cc2)sc2c1CCCCC2
    2	16	1	-4	3	9	2	3
> O=C(NC1CCCCC1)C(c1cccs1)N(C(=O)c1ccco1)c1ccc2c(c1)OCCO2 (stereo not given)
    -18	23	-10	0	18	4	1	16
> Cc1ccc(C(=O)N/C(=C\c2ccc(-c3ccc(Br)cc3)o2)C(=O)NC2CCS(=O)(=O)C2)cc1 (stereo not given)
    -2	12	3	1	-1	4	10	6
> O=C(Nn1cnnc1)C1CCCN1S(=O)(=O)c1ccc(F)cc1 (stereo not given)
    3	-7	-4	8	-17	-1	2	8
> O=C(C[C@H]1C/C=C\C[C@@H](Cc2ccc(F)cc2)C(=O)OC[C@H]2CCCN2C1=O)N[C@H](CO)Cc1ccccc1
    0	0	2	-13	16	-15	-7	-1
> CCOC(=O)NC(=O)COC(=O)Cc1cc(OC)c(OC)c(OC)c1
    -14	-4	4	-10	-4	2	1	-14
> CCOC(=O)n1c(=O)n(Cc2ccccc2)c2ccccc21
    0	5	-21	-9	-17	-15	9	13
> Cc1ccccc1Cc1c(C)nc2c(C(=O)NCc3ccc4c(c3)OCO4)cnn2c1C
    25	22	13	10	10	4	16	32
> CC(C)(C)OC(=O)CNC(=O)c1[nH]cnc1C(=O)NCCCCCNC(=O)OC(C)(C)C
    -29	-11	11	29	1	-1	-7	-10
> O=C(Cn1ccccc1=S)c1ccc(Cl)c(Cl)c1
    3	14	-6	-11	-3	-11	2	16
> COc1ccccc1CNC(=O)c1cccc(S(=O)(=O)N2CCN(c3ccc(F)cc3)CC2)c1
    20	12	4	12	-2	-1	-2	11
> CCn1cc(Br)c(C(=O)NC(C)c2ccccc2)n1 (stereo not given)
    -8	5	10	0	-9	8	1	8
> Cc1cc(C)c(C#N)c(N2CCN(Cc3ccccc3)CC2)n1
    7	-5	-5	3	10	-4	-2	-4
> CC(C)c1ccc(S(=O)(=O)N2CCN(C(=O)c3ccco3)CC2)cc1
    -12	1	4	-5	9	-3	-5	-4
> CC(=O)Nc1ccc(N2C(C(C)=O)=NN(c3ccc(Cl)cc3)C2c2sccc2C)cc1 (stereo not given)
    8	-3	6	-27	18	1	0	14
> O=C(NCCc1nnc2ccc(SCC(=O)N3CCCC3)nn12)c1ccc(F)cc1
    8	9	-7	21	0	0	1	-3
> COc1ccc(Nc2nc(-c3ccc4c(c3)NC(=O)CO4)cs2)cc1
    27	-32	-1	-21	13	-2	6	5
> CCCn1c(SCC(=O)c2ccc3c(c2)OCCO3)n[nH]c1=O
    -2	0	-8	4	-4	-4	2	-15
> CSc1ccccc1-c1nnc(NC(=O)Cc2ccccc2)o1
    2	21	-6	12	-3	1	4	3
> CC(C)(C)N1CCC1CN (stereo not given)
    -4	8	-8	1	3	-8	1	-3
> Cc1ccc(/C=C2/NC(=O)N(c3ccccc3)C2=O)o1
    10	23	-36	2	-4	1	-5	21
> Cc1[nH]c(C)c2c(=O)[nH]ncc12
    2	11	5	-11	15	-17	-4	-5
> O=[N+]([O-])c1cccc(NC(=S)Nc2nc(-c3ccccc3Cl)cs2)c1
    12	-46	-42	-23	22	-14	-9	27
> CC(C)NCc1cccc([N+](=O)[O-])c1
    0	-7	-12	10	-3	-5	3	-6
> O=c1ccc2cc3ccoc3cc2o1
    2	-2	-1	-8	-4	-7	13	-12
> CC(=O)c1ccc(NC(=S)Nc2ccc3[nH]c(=O)[nH]c3c2)cc1
    2	1	-6	8	-3	1	4	8
> N=C1C(c2ccccc2)=C(O)CN1c1ccccc1
    3	10	-2	3	-13	0	4	9
> Cc1nnc(SCC(=O)Nc2nsc(-c3ccc(Cl)cc3)n2)s1
    -9	8	-10	4	-3	0	23	-8
> COc1cccc(-c2ncc3ccccc3c2COC(=O)CCC(=O)O)c1
    -14	29	5	15	-6	0	2	0
> COc1ccc(C2C3=C(CC(C)(C)CC3=O)N(C)C3=C2C(=O)CC(C)(C)C3)cc1OC
    -5	-16	28	-8	11	-5	-17	-18

The final 2 entries of the part before open the next one:
Values in the order – EBI2 antag	697 NFkB inh	Gli-Sufu block	Jurkat NFkB inh	Apaf-1 inh	SENP8 inh	UBC13 inh	CCR6 antag
> COc1cccc(-c2ncc3ccccc3c2COC(=O)CCC(=O)O)c1
    -14	29	5	15	-6	0	2	0
> COc1ccc(C2C3=C(CC(C)(C)CC3=O)N(C)C3=C2C(=O)CC(C)(C)C3)cc1OC
    -5	-16	28	-8	11	-5	-17	-18
> O=C(CSCc1ccco1)c1ccc(Cl)s1
    ·	5	·	0	6	-11	-6	·
> Cc1oc(-c2ccccc2)nc1CSc1nc2c(c(=O)[nH]1)CCC2
    5	1	9	-1	11	-10	-9	1
> O=C(CN1CCN(Cc2ccccc2F)C1=O)NCCN1CCOCC1
    3	3	7	-3	11	3	1	-5
> O=C(O)C1CCCCC1C(=O)Nc1ccc2c(c1)OCO2 (stereo not given)
    -16	-3	9	-27	7	-7	0	-1
> O=C(O)C1C2CC2CN1C(=O)c1ccc(Cl)cc1 (stereo not given)
    -3	15	-8	0	-5	3	1	8
> COc1ccccc1C(=O)NCCC(=O)NCCC12CC3CC(CC(C3)C1)C2
    12	-6	5	9	23	-3	-2	-2
> CC1Cc2cc(/C=C3/SC(=S)N(C)C3=O)ccc2O1 (stereo not given)
    5	-10	5	-15	3	61*	-6	3
> COc1cc(NC(=O)c2ccc(Cl)cc2)c2ncccc2c1
    -1	-9	-3	-4	-4	0	5	11
> CCC(C)NC(=O)c1c(C)cc(=O)oc1C (stereo not given)
    -2	17	0	11	-11	-1	9	-6
> C=CCn1c(C)cc(C(=O)COC(=O)CNC(=O)c2ccccc2)c1C
    -5	-22	-18	-15	15	-6	-10	7
> Cc1nc(N2CCN(c3ccccc3F)CC2)[nH]c(=O)c1C
    0	-4	2	1	-2	-6	-11	1
> CCOC(=O)c1ccc(NC(=S)N(Cc2cccnc2)Cc2ccco2)cc1
    4	4	-1	-6	4	-8	2	8
> CCOc1ccc(S(=O)(=O)N2CCC(C(=O)OC(C)C(=O)N(C)C3CCCCC3)CC2)cc1 (stereo not given)
    1	11	14	16	-26	-4	-19	1
> CCc1nnc(NC(=O)C2CCCN2S(=O)(=O)c2ccccc2)s1 (stereo not given)
    11	5	0	5	-4	3	1	-4
> CCN=C1SC(CC(=O)NCCc2ccc(OC)cc2)C(=O)N1CC (stereo not given)
    7	-2	4	-7	-1	5	2	4
> CN(c1ccccc1)S(=O)(=O)c1cccc(NS(=O)(=O)c2cccc(C(=O)O)c2)c1
    -3	-23	-4	-1	18	-6	-16	7

Arranged by the number under 697 NFkB inh (low to high): some entries from above.
| molecule | EBI2 antag | 697 NFkB inh | Jurkat NFkB inh | SENP8 inh | UBC13 inh | CCR6 antag |
| --- | --- | --- | --- | --- | --- | --- |
| Cc1oc(-c2ccccc2)nc1CSc1nc2c(c(=O)[nH]1)CCC2 | 5 | 1 | -1 | -10 | -9 | 1 |
| CCOC(=O)c1ccc(NC(=S)N(Cc2cccnc2)Cc2ccco2)cc1 | 4 | 4 | -6 | -8 | 2 | 8 |
| O=C(CSCc1ccco1)c1ccc(Cl)s1 | · | 5 | 0 | -11 | -6 | · |
